Assay outcomes (PubChem)
CHX counter = Cycloheximide Counterscreen for Small Molecule Inhibitors of Shiga Toxin; cell reporter, cycloheximide protein synthesis inhibition counterscreen; max response, %; 300,000 compounds, 12% hits; in the data active means max response mostly above about 13%, no sharp cut-off; inactive means mostly below about 14%; further: read at 38.3 µM for the half of the compounds with a filed dose; 0% is about no effect
Shiga inhibitor = A qHTS for Small Molecule Inhibitors of Shiga Toxin. Vero cells, Shiga toxin protein synthesis inhibition reporter. inhibition, % at 38.7 µM. 290,000 compounds, 9.2% hits. AID 2315, 2010; in the data active means inhibition mostly above about 28%, no sharp cut-off; inactive means mostly below about 43%; further: 0% is about no effect
Pf growth 48h = Primary qHTS for delayed death inhibitors of the malarial parasite plastid, 48 hour incubation; 310,000 compounds, 5.9% hits; Potency, µM (top dose mostly 28.7 µM), inactives show at the highest dose activity change, negative = inhibition, most hits filed as inhibitors; P. falciparum luciferase growth in erythrocytes, 48 h; further: potency means the concentration at half of the fitted maximal effect; on the % scale 0 is the no-effect control and ±100 the full control effect
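Luciferase-expressing P. falciparum in infected erythrocytes (2% hematocrit, 0.1% parasitemia final) in RPMI 1640/0.5% Albumax were exposed to compound for 48 hours at 37 C, 5% CO2; growth read as luminescence.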
Tb PYK inh = qHTS of Trypanosoma Brucei Inhibitors. TbPYK enzyme, Kinase-Glo Plus ATP luminescence, 45 min. Potency, µM (top dose mostly 76.8 µM), inactives show top-dose activity, negative = inhibition, most hits filed as inhibitors. 410,000 compounds, 0.12% hits; further: potency means the concentration at half of the fitted maximal effect; on the % scale 0 is the no-effect control and ±100 the full control effect; nearly all actives have a fitted effect of over 50% in size
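T. brucei PYK with substrate was exposed to pin-transferred compounds across a concentration series, then started with 130 uM ADP (final). After 45 min at room temperature, Kinase-Glo Plus luminescence was read, normalized and curve-fitted.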
HCV inh = qHTS Assay for Inhibitors of Hepatitis C Virus (HCV) | 340,000 compounds, 3.4% hits | AID 651820, 2012 | Huh7.5.1 HCVcc-Cre infection, luciferase reporter, 44 h | Potency, µM (top dose mostly 41.8 µM), for the others: at the top dose activity change, negative = inhibition, most hits filed as inhibitors; further: potency means the concentration at half of the fitted maximal effect; on the % scale 0 is the no-effect control and ±100 the full control effect
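Compounds are dispensed onto cells plated 4 h earlier at 1,000 per well, with HCVcc-Cre virus (about 0.5 moi) added next. Following 44 h of culture, luminescent signal is measured for 15 sec after 15 min with substrate at room temperature.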
Pf growth 96h = Primary qHTS for delayed death inhibitors of the malarial parasite plastid, 96 hour incubation | P. falciparum luciferase reporter growth, 96 h | Potency, µM (series often up to 28.7 µM), without a hit: top-dose activity change, negative = inhibition, most hits filed as inhibitors | 320,000 compounds, 6.9% hits | AID 504834, 2011; further: potency means the concentration at half of the fitted maximal effect; on the % scale 0 is the no-effect control and ±100 the full control effect
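Luminescence readout: decreased luciferase signal marks inhibited growth of reporter-expressing P. falciparum in infected red cells (2% hematocrit, 0.05% parasitemia final), exposed to compound two generations (96 h, 37 C, 5% CO2).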
LmPK inh = qHTS Assay for Inhibitors of Leishmania Mexicana Pyruvate Kinase (LmPK). Q27686. purified LmPK, Kinase-Glo ATP luminescence, 1 h. Potency, µM (top dose mostly 57.5 µM), for the others: at the highest dose activity change, negative = inhibition, hits mostly inhibitors. 290,000 compounds, 0.37% hits; further: potency means the concentration at half of the fitted maximal effect; on the % scale 0 is the no-effect control and ±100 the full control effect
Target sequence (Q27686 whole entry, looked up): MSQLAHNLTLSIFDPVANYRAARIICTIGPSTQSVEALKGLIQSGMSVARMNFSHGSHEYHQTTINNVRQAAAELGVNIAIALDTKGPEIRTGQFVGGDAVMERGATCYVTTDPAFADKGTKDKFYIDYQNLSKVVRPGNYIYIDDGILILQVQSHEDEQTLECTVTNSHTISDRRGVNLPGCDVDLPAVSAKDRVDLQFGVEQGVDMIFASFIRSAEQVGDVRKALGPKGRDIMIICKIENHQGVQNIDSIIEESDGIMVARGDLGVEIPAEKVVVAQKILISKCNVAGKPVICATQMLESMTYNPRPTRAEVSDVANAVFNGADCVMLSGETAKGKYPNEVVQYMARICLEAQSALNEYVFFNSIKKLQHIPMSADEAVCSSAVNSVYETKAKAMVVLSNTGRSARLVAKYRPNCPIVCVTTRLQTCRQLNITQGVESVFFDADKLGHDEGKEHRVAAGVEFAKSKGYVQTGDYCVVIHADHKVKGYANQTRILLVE
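In 50 mM imidazole pH 7.2 with 7 mM MgCl2, LmPK (0.1 nM) turned over PEP (0.5 mM) and ADP (0.1 mM) for 1 h at room temperature. Luciferase read-out of ATP.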
* hit, by the source's call; & = joins results of further samples; [ ] = dose if it differs, or a comment. Unless noted, the call rests on the fitted dose curve; in most records, active means well fitted curve in the direction sought with a large enough effect; inconclusive means small, poorly fitted or top-dose-only effect, or another doubt; inactive means no such curve, though single readings can be large; an effect the other way counts as inactive or inconclusive. Rows were taken by chance; 24% or so of the library scored in one or more.

For CCc1ccc(NC(=O)c2cc(C)nn2-c2ccccc2)cc1 the results were CHX counter 13*, Shiga inhibitor 26, Pf growth 48h -1%[0.00184 µM], Tb PYK inh 0%&-2%, HCV inh 9%, Pf growth 96h 21% and LmPK inh 2%.
Screening COc1cccc(/C=C/C(=O)c2ccc(C)c([N+](=O)[O-])c2)c1 returned CHX counter 5, Shiga inhibitor 12, Pf growth 48h -3%, Tb PYK inh 0%, HCV inh 36%[activator], Pf growth 96h -3% and LmPK inh 1%.
Screening COc1ccc(NC(=O)CSCC(=O)N2CCN(c3cccc(C(F)(F)F)c3)CC2)cc1 returned Pf growth 48h inconclusive, Tb PYK inh 3%, HCV inh inconclusive and Pf growth 96h inconclusive.
For COCCNC(=O)C1CC(=O)N(CCc2ccccc2)C1 (stereo unspecified) the results were CHX counter -4, Shiga inhibitor -14, Pf growth 48h 3%, Tb PYK inh 2%, HCV inh 19%, Pf growth 96h 38%[activator] and LmPK inh -2%.
Cc1ccc(N(Cc2cc(=O)[nH]c3ccccc23)C(=O)CCl)c(C)c1 was read as CHX counter 1, Shiga inhibitor -11, Pf growth 48h 9.3µM*, Tb PYK inh -13%, HCV inh inconclusive, Pf growth 96h 6.6µM* and LmPK inh 2%.
CSc1ccc(COC(=O)c2cc([N+](=O)[O-])ccc2N2CCOCC2)cc1 was read as Pf growth 48h inconclusive, Tb PYK inh -3%, HCV inh inconclusive and Pf growth 96h inconclusive.
Screening C=CCn1c(=O)c(C(=O)NCc2ccc(Cl)cc2)c(O)c2ccccc21 returned CHX counter -1, Shiga inhibitor -7, Pf growth 48h 7%, Tb PYK inh -17%, HCV inh 3%, Pf growth 96h 0% and LmPK inh 6%.
Screening CC(C)(C)NCCCCOc1ccccc1F returned CHX counter 6, Shiga inhibitor -12, Pf growth 48h 6%, Tb PYK inh 2%, HCV inh -3% and LmPK inh -2%.
O=C(Nc1ccc(N2CCOCC2)c(Cl)c1)c1ccccc1Cl was read as CHX counter 30*, Shiga inhibitor 60*, Pf growth 48h 66%[activator], Tb PYK inh 4%, HCV inh inconclusive, Pf growth 96h inconclusive and LmPK inh 2%.
Screening O=C(CN1CCSCC1)N/N=C/c1ccc(F)cc1F returned CHX counter 2, Shiga inhibitor 2, Tb PYK inh 1%, HCV inh 22%, Pf growth 96h -1% and LmPK inh -9%.
For COc1cc(C(=O)Nc2ccc(NC(=O)C(C)C)nc2)cc(OC)c1OC the results were CHX counter -6, Shiga inhibitor -16, Pf growth 48h inconclusive, Tb PYK inh 2%, HCV inh -4%&-19%, Pf growth 96h 0% and LmPK inh 8%.
`Cc1ccccc1C(=O)c1cccn1CC(=O)NC(C)CCc1ccccc1` (stereo unspecified) gave CHX counter -5, Shiga inhibitor 20, Pf growth 48h 10%, Tb PYK inh -2%, HCV inh -17%, Pf growth 96h -14% and LmPK inh 0%.
Screening O=C(c1ccc(CS(=O)Cc2ccccc2Cl)o1)N1CCN(c2cccc(Cl)c2)CC1 (stereo unspecified) returned CHX counter 3, Shiga inhibitor 8, Pf growth 48h -23%, Tb PYK inh 2%, HCV inh inconclusive, Pf growth 96h 31%[activator] and LmPK inh 0%.
`CCOC(=O)c1ccc(N/C=C/C(=O)c2ccccc2)cc1` gave CHX counter 43*, Shiga inhibitor 54*, Pf growth 48h 23%, Tb PYK inh -15%, HCV inh 8%, Pf growth 96h inconclusive and LmPK inh 2%.
`O=C1OC(CO)CN1Cc1ccccc1` (stereo unspecified) gave CHX counter -3, Shiga inhibitor -7, Tb PYK inh 1%, HCV inh 34%[activator], Pf growth 96h 7% and LmPK inh -5%.
`C(=N\n1cnnc1)/c1cccc(Oc2ccccc2)c1` gave CHX counter -2, Shiga inhibitor -11, Pf growth 48h 3%, Tb PYK inh 12%, HCV inh inconclusive and LmPK inh -4%.
Cc1ccc(CN2CC(C(=O)Nc3ccncc3)CC2=O)cc1 (stereo unspecified) was read as CHX counter 1, Shiga inhibitor -28, Pf growth 48h 4%, Tb PYK inh 3%, HCV inh 11%, Pf growth 96h 15% and LmPK inh -7%.
`FC(F)(F)c1cnc2c(c1)Nc1ccccc1S2` gave CHX counter 13*, Shiga inhibitor 44, Pf growth 48h 23%, Tb PYK inh 1%, HCV inh 5%, Pf growth 96h 23% and LmPK inh 5%.
CCOC(=O)Cn1c(SC)nc2sc3c(c2c1=O)CC(C)(C)OC3 was read as CHX counter -3, Shiga inhibitor -8, Pf growth 48h 0%, Tb PYK inh -1%, HCV inh -22%, Pf growth 96h 0% and LmPK inh -1%.
`O=C(CCN1CCc2ccccc2C1)Nc1cccc(F)c1` gave CHX counter -1, Shiga inhibitor 14, Pf growth 48h 2%, Tb PYK inh -15%, HCV inh -15%, Pf growth 96h 4.1µM* and LmPK inh -1%.
CCc1cc2cc(C)cc(C)c2nc1SCC(=O)N1CCN(C(=O)c2ccco2)CC1 was read as CHX counter 1, Shiga inhibitor -13, Pf growth 48h -24%, Tb PYK inh -1%, HCV inh inconclusive, Pf growth 96h 8.3µM* and LmPK inh 3%.
`CC1CC(C)CN(C(=O)CN2C(=O)NC(C)(C)C2=O)C1` (stereo unspecified) gave Pf growth 48h inconclusive, Tb PYK inh 0%, HCV inh 14% and Pf growth 96h 7%.
COc1ccc(/C=C/C(=O)Oc2cccc(/C=N/NC(=O)c3cccc(F)c3)c2)cc1 was read as CHX counter 95*, Shiga inhibitor 129*, Pf growth 48h 71%[activator], Tb PYK inh -15%, HCV inh -8%, Pf growth 96h 231%[activator] and LmPK inh 1%.
`Cc1ccc(CN2CCCN(Cc3ccc(F)cc3Cl)S2(=O)=O)cc1` gave CHX counter -6, Shiga inhibitor 8, Pf growth 48h 21%, Tb PYK inh -1%, HCV inh 3%, Pf growth 96h 29% and LmPK inh -2%.
`CCCCn1c(N)c(N(CC(C)C)C(=O)c2c(-c3ccccc3)noc2C)c(=O)[nH]c1=O` gave Pf growth 48h inconclusive, Tb PYK inh -2%, HCV inh 5% and Pf growth 96h inconclusive.
Screening O=C(CN1CCN(Cc2ccccc2Cl)CC1)N/N=C/C=C/c1ccco1 returned CHX counter -2, Shiga inhibitor -5, Pf growth 48h -2%, Tb PYK inh -1%, HCV inh 1%, Pf growth 96h 0% and LmPK inh 4%.
`CC1CCN(c2ccc([N+](=O)[O-])cc2C(=O)O)CC1` gave CHX counter -4, Shiga inhibitor -12, Pf growth 48h 4%, Tb PYK inh -6%, HCV inh 25%, Pf growth 96h 93%[activator] and LmPK inh 3%.
For CC1CCN(S(=O)(=O)c2ccc(C(C)C)cc2)CC1 the results were CHX counter -2, Shiga inhibitor -2, Pf growth 48h 6%, Tb PYK inh 4%, HCV inh -9%, Pf growth 96h 70%[activator] and LmPK inh -7%.
For O=C(CCn1nnc(-c2cccs2)n1)NC1CCCCC1 the results were CHX counter -4, Shiga inhibitor -4, Pf growth 48h 14%, Tb PYK inh 1%, HCV inh 12%, Pf growth 96h 51%[activator] and LmPK inh 0%.
Screening O=c1[nH]cnc2c1cnn2Cc1ccccc1 returned CHX counter 7, Shiga inhibitor 6, Pf growth 48h 7%, Tb PYK inh 5%, HCV inh 16% and LmPK inh -3%.

4 entries from above, sorted by heavy-atom count, smallest number first.
For O=C(CCn1nnc(-c2cccs2)n1)NC1CCCCC1 the results were CHX counter -4, Shiga inhibitor -4, Pf growth 48h 14%, Tb PYK inh 1%, HCV inh 12%, Pf growth 96h 51%[activator] and LmPK inh 0%.
`Cc1ccc(CN2CCCN(Cc3ccc(F)cc3Cl)S2(=O)=O)cc1` gave CHX counter -6, Shiga inhibitor 8, Pf growth 48h 21%, Tb PYK inh -1%, HCV inh 3%, Pf growth 96h 29% and LmPK inh -2%.
CCc1cc2cc(C)cc(C)c2nc1SCC(=O)N1CCN(C(=O)c2ccco2)CC1 was read as CHX counter 1, Shiga inhibitor -13, Pf growth 48h -24%, Tb PYK inh -1%, HCV inh inconclusive, Pf growth 96h 8.3µM* and LmPK inh 3%.
`CCCCn1c(N)c(N(CC(C)C)C(=O)c2c(-c3ccccc3)noc2C)c(=O)[nH]c1=O` gave Pf growth 48h inconclusive, Tb PYK inh -2%, HCV inh 5% and Pf growth 96h inconclusive.

(next part)
COc1ccc(S(=O)(=O)NC(C)C(=O)Nc2ccc3c(c2)OCO3)cc1OC (stereo unspecified) was read as CHX counter -3, Shiga inhibitor 3, Pf growth 48h -21%, Tb PYK inh 7%, HCV inh 15%, Pf growth 96h inconclusive and LmPK inh -4%.
CCC(CC)NC(=O)c1cc2c(C)nn(Cc3ccccc3Cl)c2s1 was read as CHX counter -4, Shiga inhibitor -4, Pf growth 48h 13µM*, Tb PYK inh -14%, HCV inh inconclusive and LmPK inh -7%.
For CCCSc1ccc2nc(-c3ccccc3)cn2c1 the results were CHX counter 17, Shiga inhibitor 12, Pf growth 48h -24%, Tb PYK inh inconclusive, HCV inh inconclusive, Pf growth 96h 0% and LmPK inh 6.3µM*.
`CCOC(=O)c1sc(NC(=O)Cc2ccc(C)cc2)nc1C` gave CHX counter 14, Shiga inhibitor 21, Pf growth 48h -2%, Tb PYK inh -1%, HCV inh -23%, Pf growth 96h 15% and LmPK inh 0%.
Screening COc1ccc(NC(=O)N(Cc2ccc3c(c2)OCO3)C2CC(=O)N(c3ccc(OC)cc3)C2=O)cc1 (stereo unspecified) returned CHX counter -4, Shiga inhibitor -3, Tb PYK inh -1%, HCV inh -10%, Pf growth 96h inconclusive and LmPK inh 12%.
`O=C(CNS(=O)(=O)c1cccs1)N1CCN(c2ccccc2F)CC1` gave CHX counter 35*, Shiga inhibitor 71*, Pf growth 48h 27%, Tb PYK inh -18%&-1%, HCV inh -10%, Pf growth 96h inconclusive and LmPK inh -4%.
O=C(COc1ccc(C(F)(F)F)cc1[N+](=O)[O-])Nc1cccc(C(F)(F)F)c1 was read as CHX counter -5, Shiga inhibitor -10, Pf growth 48h 6%, Tb PYK inh -2%, HCV inh 19%, Pf growth 96h inconclusive and LmPK inh 3%.
Screening Cc1cc(C(=O)CN2C(=O)c3ccccc3S2(=O)=O)c(C)n1-c1ccccc1 returned CHX counter 0, Shiga inhibitor -17, Pf growth 48h -21%, Tb PYK inh 1%, HCV inh inconclusive, Pf growth 96h 111%[activator] and LmPK inh -2%.
Screening CCOC(=O)c1ccc(NS(=O)(=O)CC)cc1 returned CHX counter 1, Shiga inhibitor 31, Pf growth 48h 19%, Tb PYK inh 1%, HCV inh 27% and LmPK inh -1%.
O=C(O)CSc1c(-c2ccccc2)[nH]c2ccccc12 was read as CHX counter -1, Shiga inhibitor -13, Pf growth 48h 12%, Tb PYK inh -13%, HCV inh 6%, Pf growth 96h -1% and LmPK inh 0%.
`CC1CN(C(=S)Nc2cccc(Cl)c2Cl)CC(C)O1` (stereo unspecified) gave CHX counter -3, Shiga inhibitor 12, Pf growth 48h 17%, Tb PYK inh -1%, HCV inh 11%, Pf growth 96h -14% and LmPK inh 7%.
